FECH block: inhibitors of human ferrochelatase; AID 1671448; calls only at 10 µM (by protocol); P22830; purified FECH, Ni-mesoporphyrin absorbance 550 nm; 3.3% of 20,000 active;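 active means enzyme reaction rate more than 3 SD below the solvent-only control wells on the same plate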;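 further: lower slope than DMSO wells means FECH inhibition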
Target sequence (P22830 whole entry, looked up): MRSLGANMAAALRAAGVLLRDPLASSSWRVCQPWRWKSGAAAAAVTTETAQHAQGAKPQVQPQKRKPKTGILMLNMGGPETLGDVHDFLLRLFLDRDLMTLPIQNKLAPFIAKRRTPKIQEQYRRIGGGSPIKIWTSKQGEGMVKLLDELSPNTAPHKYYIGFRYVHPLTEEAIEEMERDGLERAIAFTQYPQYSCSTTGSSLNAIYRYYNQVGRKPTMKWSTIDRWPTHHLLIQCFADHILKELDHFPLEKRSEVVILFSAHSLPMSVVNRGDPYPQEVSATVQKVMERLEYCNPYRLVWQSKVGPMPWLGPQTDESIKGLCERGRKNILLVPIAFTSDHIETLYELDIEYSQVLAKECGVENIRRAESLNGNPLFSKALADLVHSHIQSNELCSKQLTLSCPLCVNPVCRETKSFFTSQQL
Calls only; i = inactive; + = active, no number. The list is partial; rates above refer to the full screens.

SMILES | FECH block
Cc1ccccc1C(=O)NC(C)CC1=CCCN(CC(N)=O)C1 (configuration not stated) | i
Cc1n[nH]c(C)c1CCCN(C)C(=O)CC1C(=O)NCCN1C1CCCC1 (configuration not stated) | i
COc1ccc(CC(=O)Nc2cc(N3CCCS3(=O)=O)ccc2OC)cc1 | i
Cc1cc(C)cc(NC(=O)C2CCCN2C(=O)c2ccc(-c3noc(C)n3)cc2)c1 (configuration not stated) | i
COc1ccc(OC)c(S(=O)(=O)Nc2cnc(N3CCOCC3)c(C(=O)O)c2)c1 | i
CCOc1c(N2CCN(c3cccc(C)c3C)CC2)c(=O)c1=O | i
Cc1c(Cl)cccc1NC(=O)c1nc2ccccc2n(C)c1=O | i
CCc1nc(C)sc1CNC(C)Cn1ccnc1 (configuration not stated) | i
Cc1ccoc1C(=O)NCCC1CCCN(Cc2nccn2C)C1 (configuration not stated) | i
COc1ccc(-c2cc3n(n2)CCC(=O)N3Cc2ccc(C(=O)N3CCC(C(N)=O)CC3)cc2)cc1 | i
CNc1cc(C(=O)N2CCC(c3nc4c(C)cccc4[nH]3)CC2)ccn1 | i
O=C(Nc1cccc(OCc2cc(=O)n3cc(Cl)ccc3n2)c1)c1cccs1 | i
Cc1ccc(C2(O)CCN(C(=O)c3c[nH]c4c(C)cccc4c3=O)CC2)nc1 | i
CCNC(=O)[C@@H]1C[C@H](N)CN1C(=O)Cc1ccccn1 | i
Cc1cc(Nc2ccc(C)c(Cl)c2)n2nc(-c3cccnc3)nc2n1 | i
O=C1NC(=O)C(CCc2n[nH]c(Cc3ccccc3)n2)N1 (configuration not stated) | i
O=S(=O)(NCc1nc2cccnc2n1Cc1ccc(Cl)cc1)c1ccc(Cl)cc1 | i
CCC#CCN1CCOc2c(O)cc(-c3nc(C)cnc3C)cc2C1 | i
O=C1Cc2cc(N3CC(C(=O)O)CC3=O)ccc2N1 (configuration not stated) | i
CN1CCN2C[C@@H](NC(=O)c3c[nH]c4c(F)cccc4c3=O)C[C@H]2C1 | i
Cc1ccc(-n2c(Cc3nc(C)cs3)nnc2SCC(=O)O)cc1 | i
CC(C)c1ccc2c(c1)-c1ccccc1S(=O)(=O)N2CC(=O)NCCCN1CCOCC1 | i
O=c1ccc(-c2ccccc2)nn1CCn1cnc(-c2ccccc2)c1C1CC1 | i
Cc1ccc(NC(=O)CN2CCCN(Cc3ccc(Cl)cc3)S2(=O)=O)cc1 | i
CCn1ncnc1C(C)NC(=O)CN1CCC(C)=N1 (configuration not stated) | i
Cc1ccc(Cl)cc1NC(=O)CCc1c(C)nn(-c2cc(N3CCCC3)ncn2)c1C | i
Cc1cc(N(C)C)nc(Nc2ccc(NC(=O)C3CCCCC3)cc2)n1 | i
COC(=O)c1ccccc1NC(=O)c1ccc(=O)n(Cc2ccc(F)cc2)c1 | i
OCCCNc1nc(Nc2ccc3c(c2)OCO3)c2cnn(-c3ccccc3)c2n1 | i
Cc1ccc(Cl)c(OCCN2CCC(C(O)c3cccnc3)CC2)c1 (configuration not stated) | i
Clc1ccc(-c2noc3c2CN(CCn2cc(Cl)cn2)CC3)cc1 | i
Cc1ncc(C)c(N2CC[C@@H](N3CCN(CCc4ccccc4)CC3)[C@H](O)C2)n1 | i
Cc1cc(Nc2ccccc2)nc(N2CCN(S(=O)(=O)c3ccccc3Cl)CC2)n1 | i
CCn1cnnc1CN(C)C1CCN(Cc2ccccc2)CC1 | i
CCN(CC)C(=O)N1CCOc2c(O)cc(-c3cccc(Cl)c3)cc2C1 | i
CCc1nn(C)c(Cl)c1CN(C)Cc1c(C)noc1C | i
C(=C\c1csc(CN2CCNCC2)c1)/c1ccccc1 | i
Cc1cc(C2CCC2)nc(NCC(c2ccccn2)N2CCOCC2)n1 (configuration not stated) | i
Cn1nc(-c2ccccc2)c2c1NC(=O)CC2c1ccc2nonc2c1 (configuration not stated) | i
COc1ccccc1Oc1ncccc1CNC(=O)CN1CCC(C)=N1 | i
CC(C)n1ccnc1CN1CCOC(CC2CCCCC2)C1 (configuration not stated) | i
COc1ccc(C)cc1NC(=O)Cc1csc(NC(=O)Nc2cccc(Cl)c2)n1 | i
O=C(NCCN1CCCCCC1)C1CCN(c2ccc(-c3ccccc3)nn2)CC1 | i
COc1ccc2[nH]c(-c3nn4c(C(C)C)nnc4s3)cc2c1 | i
CC1Cc2ccccc2N1C(=O)CN(C)S(=O)(=O)c1ccc(C(=O)N2CCOCC2)s1 (configuration not stated) | i
O=c1ccc(-c2ccc(Cl)c(S(=O)(=O)N3CCCCC3)c2)n[nH]1 | i
CCc1ccc(NC(=O)CN2CCN(Cc3cccc(C)c3)S2(=O)=O)cc1 | +
CN(CCc1nc2ccccc2[nH]1)C(=O)c1cccc(-n2cccn2)c1 | i
CN(C)CCCn1ccnc1-c1ccnn1-c1ccccc1 | i
COc1cccc(CN2CCNC(=O)C2CC(=O)NCc2ncc[nH]2)c1 (configuration not stated) | i

Additional structures.
SMILES | FECH block
Cc1[nH]c2c(C(=O)N3CC[C@H](O)C[C@@H]3C(=O)O)cccc2c1C | i
Cc1cccnc1CN1CCN(Cc2cnc(N(C)C)s2)CC1 | i
CC(=O)Nc1ccccc1NC(=O)CNCc1ccc2sccc2c1 | i
C=CCNc1ccccc1C(=O)NC1C(=O)Nc2cc(OC)ccc21 (configuration not stated) | i
CCCc1c(-c2ccccc2)ncn1Cc1ccc(C(=O)N2CCCC2)cc1 | i
COc1cccc(CN(C)C2CC(C)(C)NC(C)(C)C2)c1O | i
Cc1ccc(CN2CCCN(CC(=O)Nc3ccc(C)c(F)c3)S2(=O)=O)cc1 | i
CC(C)N1CC(NC(=O)Nc2nnc(C(C)(C)C)s2)CC1=O (configuration not stated) | i
O=C(NCc1cnn(Cc2ccccc2)c1)c1ccccc1C1CCNC1 (configuration not stated) | i
CCN1Cc2ccccc2CC1C(=O)NCCSc1nnnn1C (configuration not stated) | i

In the list so far, two have two or more sulfur atoms:
SMILES | FECH block
Cc1ccc(-n2c(Cc3nc(C)cs3)nnc2SCC(=O)O)cc1 | i
CC1Cc2ccccc2N1C(=O)CN(C)S(=O)(=O)c1ccc(C(=O)N2CCOCC2)s1 (configuration not stated) | i

Next records:
SMILES | FECH block
CCOC(=O)c1cccnc1-c1cnc2ccccc2c1 | i
O=C1Nc2cc(Cl)ccc2C(=O)N2CCCCC12 (configuration not stated) | i
OCc1ccc(-c2cccc(C(F)(F)F)n2)cc1 | i
CN1CCC2(CC1)CN(Cc1ccc(OCc3ccccc3)cc1O)CCN2C | i
O=S(=O)(c1ccc(F)cc1)N1CCC(n2c(-c3ccccc3)nc3cccnc32)CC1 | i
CCOc1ccc(-c2nc(SCC(=O)NCc3cccc(OC)c3)n3[nH]c(=O)cc3n2)cc1 | i
COc1ccc(NC(=O)NCCc2nc3cccnc3n2Cc2ccc(C)cc2)cc1 | i
O=C(c1ncc[nH]1)N1CCCCC1CCc1cccc(O)c1 (configuration not stated) | i
CN(C)Cc1ccc(C2CCCN2C(=O)Cc2ccccn2)cc1 (configuration not stated) | i
COc1ccc(N2C(=O)CCS2(=O)=O)cc1S(=O)(=O)NCc1cccnc1 | i
CC1(C)Cc2ccccc2CN1C(=O)c1cn(CC2CCCNC2)nn1 (configuration not stated) | i
O=C(CCN1CCCO1)N1CCC(Cc2nncn2-c2ccccc2)CC1 | i
CN(Cc1ccc2c(c1)OCO2)C(=O)C1CCCN1C(=O)C1CCCCC1 (configuration not stated) | i
CC1(C)CNC(=O)c2nc(-c3ccncc3)[nH]c2C1 | i
Cc1cc(N2CCOC(C(F)(F)F)C2)nc2ccccc12 (configuration not stated) | i
CC(C)(C)CNC(=O)c1[nH]cnc1C(=O)NC1CC1 | i
O=C(NC1CC1)C1CN(Cc2cnc(NCc3ccccc3)nc2)CCN1 (configuration not stated) | i
Cc1ccc(OCc2cc(=O)n3oc(C)cc3n2)c(NC(=O)COc2ccccc2)c1 | i
COc1ccc(Nc2cc(C)nc(Nc3ccc(NC(=O)c4cccc(OC)c4OC)cc3)n2)cc1 | i
O=C(NCc1cccnc1)c1nc[nH]c1C(=O)N1CCC(Cc2ccccc2)CC1 | i
CCCc1c(C)nc2ncnn2c1Sc1ccc(NC(=O)c2ccc(OC)cc2)cc1 | i
CC(=O)c1cccc(NC(=O)CN2CCCN(Cc3ccc(C)cc3)S2(=O)=O)c1 | i
COc1cccc(F)c1-c1cncnc1 | i
CC(C)Cc1cc(CNC(=O)c2ccccc2C2CCNC2)no1 (configuration not stated) | i
O=S(=O)(NCCn1c(-c2ccc(F)cc2)nc2cccnc21)c1ccccc1 | i
CCc1cc(Sc2ccccc2N)n2ncnc2n1 | i
CCNc1ncc(C(=O)N2CCC(=O)N(CC3CC3)C(C(C)C)C2)cn1 (configuration not stated) | i
CN(CCCc1cnn(C)c1)Cc1cnc2c(-c3ccccc3)cnn2c1 | i
Cc1ccc(NCc2cc(=O)n3[nH]c(NCc4ccccc4)nc3n2)cc1C | i
Cc1ccsc1CNC(=O)c1ccc(C#CC(C)(C)O)o1 | i

Random excerpt: six records from the list
SMILES | FECH block
CCCc1c(C)nc2ncnn2c1Sc1ccc(NC(=O)c2ccc(OC)cc2)cc1 | i
Cc1ccsc1CNC(=O)c1ccc(C#CC(C)(C)O)o1 | i
CC(=O)c1cccc(NC(=O)CN2CCCN(Cc3ccc(C)cc3)S2(=O)=O)c1 | i
Cc1ccc(NCc2cc(=O)n3[nH]c(NCc4ccccc4)nc3n2)cc1C | i
O=S(=O)(NCCn1c(-c2ccc(F)cc2)nc2cccnc21)c1ccccc1 | i
CCc1cc(Sc2ccccc2N)n2ncnc2n1 | i

Remaining list, next part:
SMILES | FECH block
Cc1ccsc1-c1nccc(CCC(F)(F)F)n1 | i
CC(C)Cc1nc(-c2nc3c([nH]2)CC(C)(C)CNC3=O)no1 | i
CCOc1ccc(C(=O)Nc2ccc(Nc3nc(C)cc(Nc4ccc(C)cc4)n3)cc2)cc1 | i
O=C1NCC2(CCCN(Cc3cnc(-c4ccco4)nc3)CC2)O1 (configuration not stated) | i
CCc1cc(Sc2ccccc2NC(=O)c2ccco2)n2nc(C)nc2n1 | i
O=C(CN1CCN(Cc2ccc(F)cc2Cl)S1(=O)=O)Nc1ccc(Br)cc1 | i
Cc1cccc(N(CC(=O)N(C)Cc2csc(C(C)C)n2)S(C)(=O)=O)c1 | i
CCc1ccc(CN2C(=O)c3cc(C(C)(C)C)nn3CC2(C)C(=O)NCCC(C)C)cc1 (configuration not stated) | i
Cn1c(=O)n(-c2ccc(F)cc2)c2nc(-c3ccccc3)nc(C(N)=O)c21 | i
CCCNC(=O)Cn1c(=O)n(CC2CCC(C(=O)NCCC)CC2)c(=O)c2sccc21 (configuration not stated) | i

Structures from the list above with fluorine, in the order listed:
SMILES | FECH block
CN1CCN2C[C@@H](NC(=O)c3c[nH]c4c(F)cccc4c3=O)C[C@H]2C1 | i
COC(=O)c1ccccc1NC(=O)c1ccc(=O)n(Cc2ccc(F)cc2)c1 | i
Cc1ccc(CN2CCCN(CC(=O)Nc3ccc(C)c(F)c3)S2(=O)=O)cc1 | i
OCc1ccc(-c2cccc(C(F)(F)F)n2)cc1 | i
O=S(=O)(c1ccc(F)cc1)N1CCC(n2c(-c3ccccc3)nc3cccnc32)CC1 | i
Cc1cc(N2CCOC(C(F)(F)F)C2)nc2ccccc12 (configuration not stated) | i
COc1cccc(F)c1-c1cncnc1 | i
O=S(=O)(NCCn1c(-c2ccc(F)cc2)nc2cccnc21)c1ccccc1 | i
Cc1ccsc1-c1nccc(CCC(F)(F)F)n1 | i
O=C(CN1CCN(Cc2ccc(F)cc2Cl)S1(=O)=O)Nc1ccc(Br)cc1 | i
Cn1c(=O)n(-c2ccc(F)cc2)c2nc(-c3ccccc3)nc(C(N)=O)c21 | i

(further entries)
SMILES | FECH block
Cc1ccsc1CN(Cc1cccnc1N1CCOCC1)CC(C)C | i
Cc1cc(C)c2ccc(C(=O)N3CCCC(O)(CO)C3)nc2c1O (configuration not stated) | i
O=C(NCC1CCN(Cc2ccccc2F)CC1)c1ccc(CN2C(=O)CCn3nccc32)cc1 | i
CC(=O)Nc1ccc(Cl)c(C(=O)NC(CCn2ccnc2)c2ccccc2)c1 (configuration not stated) | i
O=C(O)c1cc(NS(=O)(=O)c2ccc(F)cc2)cnc1N1CCC(CCN2CCCCC2)CC1 | i
CCN1C(SCC(=O)Nc2ccc(F)c(Cl)c2)=NS(=O)(=O)c2ccccc21 | +
COc1cc(Cl)cc(CN2CCC(N)(C(=O)O)C2)c1OC (configuration not stated) | i
COc1ccc2ccccc2c1CCNC(C)CC(F)(F)F (configuration not stated) | i
O=C(CN1CCN(Cc2ccc(F)cc2Cl)S1(=O)=O)Nc1ccc(F)c(Cl)c1 | i
COCC(=O)N[C@H]1C[C@@H](C(=O)NCc2ccc3c(c2)OCO3)N(C)C1 | i
Cc1ccc(N2C(=O)CCS2(=O)=O)cc1S(=O)(=O)N1CCN(c2ccc(F)cc2)CC1 | +
O=C(NC1CC(=O)N(C2Cc3ccccc3C2)C1)c1n[nH]c2c1CCCC2 (configuration not stated) | i
CC(C)C1CN(C(=O)CCn2cnnc2)CCC(=O)N1CC1CC1 (configuration not stated) | i
CCOc1ccc(-c2nc(Cn3c(=O)c4cnc(-c5cccnc5)nc4n(C)c3=O)c(C)o2)cc1 | i
Cc1cccc(Cn2c(CNS(=O)(=O)c3ccc(F)c(Cl)c3)nc3cccnc32)c1 | i
O=C(O)c1[nH]ncc1CN1CCNC(=O)C1c1ccc(F)cc1 (configuration not stated) | i
CCOc1ccccc1-c1nc(-c2ccc3c(c2)Sc2ccccc2C(=O)N3C)no1 | i
OCCOCCN1CCCC1c1ccc(F)cc1 (configuration not stated) | i
NC(=O)COc1ccc(CN2CC[C@@]3(O)CCCC[C@H]3C2)cc1Cl | i
Cc1cc(F)ccc1S(=O)(=O)N1CCNC(C(=O)O)C1 (configuration not stated) | i
COc1cccc(Cn2c(CNC(=O)c3cccc(OC)c3)nc3cccnc32)c1 | i
COC(=O)c1cc2ccsc2n1C(C)C(=O)Nc1ccc(OC)c(OC)c1 (configuration not stated) | i
CCc1cc(Sc2ccc(NC(=O)CC(C)C)cc2)n2ncnc2n1 | i
